Screening data from PubChem BioAssay.
MsrA act: bovine methionine sulfoxide reductase A activation; purified bovine MsrA, absorbance read-out; activation, % at 10.6 µM; 360,000 tested, 0.3% active; in the data active means activation above about 7.5%;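 further: 0% = vehicle and 100% = reference activator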
SKN-1 block: inhibitors of C. elegans SKN-1; C. elegans VP596 Pgst-4::GFP/RFP ratio, acrylamide-induced, 24 h; inhibition, % at 21.8 µM; 360,000 tested, 0.49% active; AID 624304;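 active means interference check ratio from 0.5 to 1.5 plus GFP to RFP signal ratio inhibition reaching or exceeding a fixed threshold, cut at about 30% in these data, passing the limit was not always enough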; further: some compounds called inactive have numbers as strong as hits
TbMetRS inhib: Trypanosoma brucei MetRS inhibition; inhibition, % at 11.9 µM; purified T. brucei MetRS, ATP depletion, Kinase-Glo luminescence; 360,000 tested, 0.4% active; AID 624268;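 active means inhibition above a per-plate cutoff of the control wells' mean inhibition plus 3 SD, cut at about 5.5% in these data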;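 further: 0% = DMSO wells median and 100% = median of wells with control inhibitor compound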
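Test system – parasite MetRS enzyme · Reagent – substrates ATP, L-methionine and bulk Escherichia coli tRNA · Doses – 11.9 µM compound single dose, 0.9% DMSO · Times – 15 min enzyme-compound preincubation, 2 h reaction, 10 min detection, 25 °C · Signal – Kinase-Glo luminescence, ATP depletion format · Controls – DMSO-only wells as low control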
eLon inh: inhibitors of E. coli Lon protease; AID 602123; P0A9M0; purified E. coli Lon protease, fluorescence polarization; inhibition, % at 7.94 µM; 360,000 tested, 0.42% active; in the data active means inhibition above about 13%, passing the limit was not always enough;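 further: 0% = enzyme with probe and DMSO and 100% = no enzyme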
Target sequence (P0A9M0 whole entry, looked up): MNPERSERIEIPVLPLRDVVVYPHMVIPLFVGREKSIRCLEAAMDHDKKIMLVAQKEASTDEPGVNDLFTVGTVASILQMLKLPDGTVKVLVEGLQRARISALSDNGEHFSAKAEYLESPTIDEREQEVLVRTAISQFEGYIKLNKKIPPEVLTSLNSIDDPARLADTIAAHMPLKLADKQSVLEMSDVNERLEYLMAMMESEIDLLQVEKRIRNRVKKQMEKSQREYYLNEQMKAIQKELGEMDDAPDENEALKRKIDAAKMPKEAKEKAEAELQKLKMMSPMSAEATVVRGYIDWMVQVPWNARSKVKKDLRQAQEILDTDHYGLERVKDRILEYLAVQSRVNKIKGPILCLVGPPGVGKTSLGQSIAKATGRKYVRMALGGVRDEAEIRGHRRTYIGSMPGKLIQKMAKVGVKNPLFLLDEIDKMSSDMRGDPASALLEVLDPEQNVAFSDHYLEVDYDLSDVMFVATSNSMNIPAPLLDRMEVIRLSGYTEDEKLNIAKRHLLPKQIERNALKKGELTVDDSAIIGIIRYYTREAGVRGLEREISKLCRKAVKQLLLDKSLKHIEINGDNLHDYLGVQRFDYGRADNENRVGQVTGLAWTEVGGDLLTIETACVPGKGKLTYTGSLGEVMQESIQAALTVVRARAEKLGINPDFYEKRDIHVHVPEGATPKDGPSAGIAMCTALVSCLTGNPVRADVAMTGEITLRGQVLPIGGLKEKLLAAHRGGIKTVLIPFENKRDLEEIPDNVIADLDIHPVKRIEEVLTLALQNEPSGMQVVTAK
MsrA inh: inhibits bovine methionine sulfoxide reductase A; purified bovine MsrA, absorbance read-out; inhibition, % at 15.5 µM; 360,000 tested, 0.75% active; AID 651718; in the data active means inhibition above about 4.5%;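 further: 0% = vehicle wells with enzyme and 100% = reference inhibitor wells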
MT1-MMP act inh: MT1-MMP (human) activation inhibition. P50281. HT1080 RFP-PRO-GFP cells, GFP/RFP ratio fluorescence, overnight; percent of plate control window, DMSO zero. GFP/RFP ratio change, % at 20 µM. 360,000 tested, 0.061% active. AID 651647;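 active means GFP/RFP ratio change of at least 30% with cell ATP level not reduced by more than half and red fluorescence within 50% of control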; further: strong numbers were not always called active
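Assay system: RFP-PRO-GFP reporter HT1080 cells; read-out basis: GFP/RFP fluorescence ratio; benchmarks: DMSO wells and RFP-L50D-GFP cells; doses: 20 µM single dose, 1% DMSO; schedule: overnight cell settling, then overnight compound exposure, 37 °C, 5% CO2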
CendR NRP1 mod: alters CendR peptide binding to human NRP-1; FAM-RPARPAR peptide binding to NRP-1, fluorescence polarization; AID 602438; O14786; 360,000 tested, 0.85% active; inhibition, % at 25 µM;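 active means inhibition or corrected inhibition above about 18%, plus a signal ratio from 0.5 to 1.5, limit read from the data, passing the limit was not always enough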; further: strong numbers were not always called active
MLLE-PAM2 inh: blocks PAM2 peptide binding to the PABP1 MLLE domain; P11940; 360,000 tested, 0.36% active; inhibition, % at 20 µM; GST-MLLE / FITC-PAM2 fluorescence polarization; in the data active means inhibition above about 35%, passing the limit was not always enough;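 further: plate controls were DMSO wells with GST-MLLE for no effect and wells lacking GST-MLLE protein for full effect; some results filed as inactive read as strong as hits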
FAS TE block: blocks the thioesterase domain of human fatty acid synthase | P49327 | recombinant FAS-TE, OMFH fluorogenic substrate, fluorescence endpoint | inhibition, % at 15 µM | 360,000 tested, 0.67% active | AID 602261;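 active means compounds whose normalised, plate-corrected inhibition of enzyme fluorescence in the single-dose primary screen is 50% or more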;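 further: 0% = DMSO with enzyme and 100% = substrate without enzyme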
Numbers without * were called inactive.

Order of values – MsrA act | SKN-1 block | TbMetRS inhib | eLon inh | MsrA inh | MT1-MMP act inh | CendR NRP1 mod | MLLE-PAM2 inh | FAS TE block
1) Cc1cc(C)c(C)c(OCC(=O)O/N=C(\N)c2cccnc2)c1
  -4 | -5 | -0.6 | -1 | -0.6 | -3 | -9 | 0 | 2
2) CN(Cc1ccc(Cl)s1)C(=O)CSc1nnc(C2CC2)n1C1CC1
  -6 | -10 | -0.2 | -9 | 0.5 | 1 | -3 | -1 | -1
3) Cc1ccc2c(CN(C)Cc3cccc(Cl)c3)cc(=O)oc2c1C
  -3 | -12 | -1.0 | -6 | -0.5 | -9 | -4 | 5 | 22
4) COc1ccc(CNC(=O)C/C(C)=N/NC(=O)COc2ccccc2)cc1
  -5 | 1 | 0.0 | -1 | 0.1 | 4 | 0 | 0 | -2
5) O=C1CCC(C(=O)N2CCN(c3ccccc3)CC2)CN1CC1CCCCC1 (stereo unspecified)
  -4 | 5 | 0.0 | -5 | 0.1 | -2 | -4 | 10 | -2
6) Cc1[nH]c2ccccc2c1CN1CCc2ccccc2C1
  1 | 7 | 0.1 | -9 | -0.1 | -6 | -17 | -12 | -2
7) N#C/C(=C\c1cccnc1)C(=O)Nc1ccc(SC(F)F)cc1
  -3 | 19 | -0.5 | 6 | -0.9 | 1 | -9 | 30 | 11
8) COc1ccc(CN=C2NC(=O)CC(C(=O)Nc3ccccc3C)S2)cc1 (stereo unspecified)
  -12 | 1 | -0.7 | -1 | -0.2 | 7 | -5 | -32 | -11
9) CC(Sc1nnc(-c2ccco2)n1C)C(=O)Nc1nccs1 (stereo unspecified)
  3 | 0 | -0.2 | -8 | -0.2 | 0 | -1 | -2 | -10
10) CC(=O)Cn1ncc(Br)c(Br)c1=O
  -3 | -13 | -0.2 | -1 | 1.4 | -17 | 0 | -11 | -3
11) Cc1nc(/C(N)=N/OC(=O)c2ccccc2Cl)c(C(F)(F)F)o1
  -4 | 4 | -0.5 | 4 | -1.3 | -6 | -5 | -7 | -4
12) Cc1nc2scc(C)n2c(=O)c1S(=O)(=O)NCCc1ccccc1
  -3 | 10 | -0.2 | -10 | 3.0 | -2 | 7 | 4 | -6
13) O=C(NCc1ccc(Cl)cc1)C(=O)Nc1nccs1
  -2 | -2 | -0.1 | 3 | -0.6 | 2 | 5 | 13 | -1
14) Cc1cc(/C=C2\C(=N)N3N=CSC3=NC2=O)c(C)n1Cc1ccccc1
  -5 | -2 | -0.1 | 5 | 3.1 | -2 | -4 | 12 | -3
15) Cc1nc2nc[nH]n2c(=O)c1CCOC(=O)c1ccccc1F
  -8 | 4 | 0.3 | 0 | -1.1 | 1 | 7 | 4 | 3
16) CC1CCCC(C)N1C(=O)CN1C(=O)C(C)(C)Oc2ccc(C(=O)NC3CCCC3)cc21 (stereo unspecified)
  -5 | -15 | -1.2 | -3 | -0.4 | 1 | -10 | -2 | -4
17) Cc1nnc(SCCn2c(N3CCC(C)CC3)nc3c2c(=O)n(C)c(=O)n3C)s1
  -9 | -5 | -0.3 | -8 | 0.0 | -1 | 3 | -3 | -2
18) COC(=O)c1cc(NC(=O)C2(S(=O)(=O)c3ccc(Cl)cc3)CC2)cc(C(=O)OC)c1
  -1 | 1 | 0.5 | 4 | -0.6 | -1 | -32 | 0 | 4
19) O=C(CSc1nnc(-c2ccccc2)n1-c1ccccc1)NCc1ccco1
  1 | -8 | -1.0 | 1 | -0.5 | 1 | 6 | -21 | -1
20) CC(C)c1ccc(N2C(=O)[C@@H]3Cc4ccccc4CN3C2=O)cc1
  -2 | -8 | -0.6 | -2 | -0.5 | 4 | -2 | 4 | -8
21) CSCCC(NC(=O)c1ccccc1Cl)C(=O)N1CCC1 (stereo unspecified)
  -2 | 7 | -0.2 | -3 | 1.3 | 1 | -10 | 0 | -8
22) CC1(C)CC(=O)C2=C(C1)Nc1cc(Cl)ccc1S2
  -2 | 6 | -0.1 | 14 | 0.0 | -11 | 2 | -8 | -6
23) O=c1c(-c2ccccc2)c(O)cc(-c2ccncc2)n1-c1ccc(Cl)cc1
  -4 | -1 | -0.5 | -4 | 1.6 | 2 | 10 | 6 | -2
24) CC(Oc1cccc(Cl)c1)c1ccnc2nc(/N=C/N(C)C)nn12 (stereo unspecified)
  -8 | 0 | -1.6 | 1 | 0.8 | 1 | 9 | -3 | -6
25) CCCNC(=O)C(=O)Nc1cc2c3c(c1)CCC(=O)N3CCC2
  -4 | 8 | -0.1 | -9 | -0.5 | 3 | -2 | -15 | -4
26) CCc1ccc(CN(C)C(=O)CCc2nnc(CCc3ccccc3OC)o2)nc1
  -2 | 6 | -0.4 | 7 | 1.5 | -2 | -22 | 4 | -3
27) O=C(C1COc2ccccc2O1)N1CCN(Cc2ccc(Br)cc2F)CC1 (stereo unspecified)
  0 | 5 | 0.5 | -7 | -0.1 | 1 | 13 | 2 | 4
28) Cc1ccc(-c2nc(C#N)c(NCCN3CCCCC3)o2)cc1
  -1 | -12 | -0.7 | 1 | 1.5 | 5 | -13 | 5 | -5
29) OCC[C@H]1C[C@H](O)[C@@H](O)[C@@]2(CCCCO2)O1
  4 | -4 | -0.2 | 6 | 0.2 | 1 | 0 | 11 | -4
30) CCCSc1ccc([C@H]2N[C@@](CC(C)C)(C(=O)OC)[C@H]3C(=O)N(C)C(=O)[C@@H]23)cc1
  1 | 11 | -0.3 | 2 | -0.9 | 8 | 22 | 11 | 15
31) COc1ccc(CNC(=O)C(NC(C)=O)C(=O)Nc2ccc(OC)cc2)cc1 (stereo unspecified)
  -5 | -1 | 4.1 | -8 | -0.4 | -2 | -9 | -6 | -7
32) CCn1cc(Br)c(C(=O)N(C)Cc2ccccc2)n1
  -3 | 10 | -0.1 | 7 | -0.7 | -2 | 8 | 4 | -4
33) Nc1cc(C(=O)OCC(=O)NNC(=O)c2ccccc2F)ccc1Cl
  0 | 5 | -0.1 | -12 | 0.1 | 5 | 16 | -8 | -2
34) CN(C)CCCN(C(=O)c1ccc(S(=O)(=O)N2CCc3ccccc32)cc1)c1nc2ccc(F)cc2s1
  -3 | -10 | -0.5 | 1 | -1.3 | 4 | -3 | 9 | 14
35) O=C(O)C1C(c2ccccc2)C(C(=O)OCCCO)C1c1ccccc1 (stereo unspecified)
  -4 | 10 | -0.5 | -6 | 0.1 | 0 | 2 | -2 | -5
36) O=C(CN(C1CCCCC1)S(=O)(=O)c1ccc(F)cc1)NC1CC1
  1 | 9 | -0.1 | 0 | 0.6 | 4 | 11 | 0 | -3
37) CCOC(=O)CCCCCNC(=O)c1ccc(F)cc1F
  -5 | 4 | 0.8 | 1 | -0.1 | 1 | 17 | -12 | -15
38) Oc1ccccc1/C=N/NC(=S)NC1CC2CC1C1C=CCC21 (stereo unspecified)
  -10 | -13 | -1.0 | 8 | -0.2 | 5 | 5 | 16 | 13
39) Cc1ccc(C2CC(c3ccco3)=NN2S(C)(=O)=O)cc1 (stereo unspecified)
  -4 | 0 | -0.2 | -10 | -1.0 | 1 | -30 | -16 | -6
40) COc1ccc(Cl)cc1NC(=O)c1cccnc1
  -8 | 9 | -1.3 | -9 | -0.4 | 1 | 16 | 0 | -5
41) CSc1ncnc2c1ncn2CCCNCc1ccccn1
  -1 | 4 | 0.9 | 2 | 0.7 | 1 | -1 | -8 | -5
42) O=C(Nc1cccnc1)c1ccc(S(=O)(=O)c2ccccc2)cc1
  -2 | 2 | 0.1 | 0 | -1.2 | 3 | -7 | -5 | -3
43) O=[N+]([O-])c1cccc(/C([O-])=C(/C(=S)Nc2cccc3ccccc23)[n+]2ccccc2)c1
  -2 | 4 | -0.3 | 1 | 0.4 | 4 | -7 | 3 | 5
44) O=[N+]([O-])c1cccc(C=NNc2ccccc2)c1
  -4 | 9 | 0.1 | -10 | 0.4 | -1 | 11 | 2 | 48
45) CN1CCN(CCOc2cccc(Cl)c2)CC1
  -2 | 14 | -0.2 | 2 | -0.5 | 3 | 7 | 4 | -3

Some of these compounds in order of their number in SKN-1 block, ascending.
nr	structure	SKN-1 block
42	O=C(Nc1cccnc1)c1ccc(S(=O)(=O)c2ccccc2)cc1	2
37	CCOC(=O)CCCCCNC(=O)c1ccc(F)cc1F	4
33	Nc1cc(C(=O)OCC(=O)NNC(=O)c2ccccc2F)ccc1Cl	5

(cont.)
Order of values – MsrA act | SKN-1 block | TbMetRS inhib | eLon inh | MsrA inh | MT1-MMP act inh | CendR NRP1 mod | MLLE-PAM2 inh | FAS TE block
46) N#Cc1c(NC(=O)c2cnn3cccnc23)sc2c1CCCC2
  -2 | 0 | 0.4 | 3 | 1.2 | 2 | 2 | 23 | -4
47) O=C(OCC(=O)N1CCCCCC1)c1ccc(Cl)nc1
  -5 | 2 | -0.3 | -8 | 0.0 | -1 | 6 | -6 | -6
48) O=C(NCc1ccc(F)cc1)C1CCCN1C(=O)Nc1ccc(Cl)cc1 (stereo unspecified)
  -2 | 1 | 0.1 | -9 | -0.7 | 5 | 1 | 4 | 3
49) CNC(=O)c1cn(-c2ccccc2)c(=O)c2ccccc12
  -3 | 10 | -0.3 | -2 | 1.1 | 0 | 12 | 4 | -10
50) Cc1cc(NC(=O)CCC(=O)N(c2ccc(F)cc2)C(C(=O)NC2CCCC2)c2ccccc2)no1 (stereo unspecified)
  -4 | -9 | -0.1 | -1 | -0.1 | -1 | 10 | -4 | -1
51) CC(C)N(Cc1ccccc1)S(=O)(=O)N(C)C
  -2 | -21 | -0.3 | 1 | -1.5 | 2 | -10 | 0 | -6
52) CCOC(=O)C1(C)NC(c2ccco2)C2C(=O)N(CC)C(=O)C21 (stereo unspecified)
  -3 | 4 | 0.4 | 0 | -0.5 | 2 | 10 | 7 | -3
53) COc1ccc(NS(=O)(=O)c2cccc(C(=O)NCC3(N4CCOCC4)CCCCC3)c2)cc1
  -1 | 4 | -0.3 | 2 | 1.2 | 0 | 12 | 4 | 3
54) COc1ccc(C(=O)NCc2ccc3c(c2)OCO3)c(OC)c1
  -2 | -2 | 1.9 | 9 | 0.1 | -3 | 9 | 0 | 0
55) CNC(=O)c1cc(S(=O)(=O)N2CC(C)OC(C)C2)ccc1N1CCOCC1 (stereo unspecified)
  -3 | 6 | -0.4 | 12 | 0.0 | -2 | 3 | 7 | -5
56) CC(C)=CC(=O)OCC(=O)Nc1ccc(Cl)cn1
  0 | -18 | -0.4 | -3 | 0.5 | 0 | 7 | -9 | -8
57) O=C(NCCCN1CCOCC1)c1c(O)c2ccccc2[nH]c1=O
  -3 | 1 | 0.1 | -5 | 0.4 | 9 | 10 | -7 | -4
58) CCOC(=O)C1CCCN(Cc2c(C(=O)N3CCCCC3)nc3c(C)cccn23)C1 (stereo unspecified)
  2 | 2 | -0.8 | -5 | 0.5 | -2 | -9 | 14 | -1
59) O=C(CN1C(=O)c2ccccc2C1=O)NCC(=O)OCC(=O)c1cccc([N+](=O)[O-])c1
  -5 | 1 | -0.1 | -8 | 1.5 | -4 | 8 | -10 | -5
60) N#C/C(=C\c1ccc2c(c1)OCO2)C(=O)NCc1ccco1
  -6 | -2 | -0.1 | -1 | -1.0 | -1 | 5 | 2 | 0
